High-throughput results: PubChem BioAssay, National Center for Advancing Translational Sciences (NCATS)
KAT2A inh: blocks human GCN5L2 histone acetyltransferase. Potency, µM (highest dose often 58.9 µM), for the others: top-dose activity change, negative = inhibition, usual class: inhibitors. AID 504327. Q92830. hit rate 0.21% among 390,000. GCN5L2 HAT assay, ThioGlo1 CoA-SH fluorescence
Target sequence (Q92830 whole entry, looked up): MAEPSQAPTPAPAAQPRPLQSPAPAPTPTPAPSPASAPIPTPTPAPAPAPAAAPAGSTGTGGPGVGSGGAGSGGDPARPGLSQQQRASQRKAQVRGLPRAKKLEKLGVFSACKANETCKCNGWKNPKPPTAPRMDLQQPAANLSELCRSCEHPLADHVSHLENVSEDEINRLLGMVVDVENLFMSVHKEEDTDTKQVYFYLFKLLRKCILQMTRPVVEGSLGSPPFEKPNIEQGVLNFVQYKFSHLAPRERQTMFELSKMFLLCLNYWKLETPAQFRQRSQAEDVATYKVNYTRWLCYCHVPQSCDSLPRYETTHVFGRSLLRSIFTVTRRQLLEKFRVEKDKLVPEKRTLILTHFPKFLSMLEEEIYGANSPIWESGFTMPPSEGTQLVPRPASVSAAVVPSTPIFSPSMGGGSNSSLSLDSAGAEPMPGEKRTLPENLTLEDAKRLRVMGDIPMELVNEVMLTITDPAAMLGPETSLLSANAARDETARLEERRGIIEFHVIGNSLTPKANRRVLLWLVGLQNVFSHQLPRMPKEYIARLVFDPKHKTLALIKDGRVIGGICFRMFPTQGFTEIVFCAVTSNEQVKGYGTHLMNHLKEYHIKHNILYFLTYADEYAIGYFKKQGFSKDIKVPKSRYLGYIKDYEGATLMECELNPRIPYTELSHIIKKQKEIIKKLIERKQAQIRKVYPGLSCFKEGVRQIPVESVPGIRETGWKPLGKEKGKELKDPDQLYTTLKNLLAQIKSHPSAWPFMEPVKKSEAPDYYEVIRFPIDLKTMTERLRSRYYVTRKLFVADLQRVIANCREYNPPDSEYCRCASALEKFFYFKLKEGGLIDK
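Compounds, pin-transferred from DMSO stocks, meet 20nM GCN5L2 for 15 min before the reaction begins with H3(1-25) peptide (75uM) and acetyl-CoA (70uM). Thiol-reactive ThioGlo1 reports CoA release over 20 min at room temperature.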
DT40 TDP1 CPT: growth inhibition of DT40 Tdp1-/-;hTDP1 cells with camptothecin (screen for TDP1 inhibitors). chicken DT40 Tdp1-/-;hTDP1 cells + 20 nM CPT, ATP luminescence, 48 h. Potency, µM (doses to about 46.2 µM), without a hit: top-dose activity change, negative = growth inhibition, usual class: inhibitors. hit rate 12% among 420,000; further: nearly all actives have a fitted effect of over 55% in size
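Cell growth measured by CellTiter-Glo luminescence after a minimum 48 h, 37 C compound exposure with 20 nM CPT in Tdp1-knockout DT40 cells stably expressing hTDP1, seeded 400/well; qHTS titration format.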
DT40 TDP1 no CPT: qHTS for Inhibitors of human tyrosyl-DNA phosphodiesterase 1 (TDP1): qHTS in cells in absence of CPT. DT40 Tdp1-/- hTDP1 cells, no CPT, ATP luminescence, 48 h. Potency, µM (top dose mostly 46.2 µM), for inactives: at the highest dose activity change, negative = growth inhibition, actives largely listed as inhibitors. hit rate 15% among 420,000. AID 686978, 2013; further: nearly all actives have a fitted effect of over 55% in size
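Growth of hTDP1-complemented DT40 Tdp1-knockout cells is measured by ATP luminescence after at least 48 hr compound exposure at 37 °C, with DMSO substituting for the 20 nM CPT used in the parallel screen.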
* hit, by the source's call; ? = inconclusive; / = not tested or not shown. The call rests on the fitted dose curve; in most records, active means well fitted curve in the direction sought with a large enough effect; inconclusive means small, poorly fitted or top-dose-only effect, or another doubt; inactive means no such curve, though single readings can be large; an effect the other way counts as inactive or inconclusive. On the % scale 0 is the no-effect control and ±100 the full control effect; potency means the concentration at half of the fitted maximal effect. This is a subset. The share of hits here may be higher or lower than overall.

canonical_smiles	KAT2A inh	DT40 TDP1 CPT	DT40 TDP1 no CPT
C[C@@H]1CN([C@H](C)CO)C(=O)c2c(c3ccccc3n2C)-c2ccccc2CO[C@@H]1CN(C)C(=O)Nc1ccccc1C(F)(F)F	/	-2%	0%
COc1ccc(NC(=O)/C(C#N)=C/c2ccc(-c3ccccc3C(=O)O)o2)cc1	-15%	6%	-2%
COc1ccccc1N1CCN(C(c2ccc(F)cc2)c2nnnn2C(C)C)CC1 (centres undefined)	-11%	0%	-11%
CC(C#N)(NC(=O)CN1CCN(S(=O)(=O)c2cc(C(F)(F)F)ccc2Cl)CC1)C1CC1 (centres undefined)	-13%	-38%	?
COc1ccc(-c2noc(-c3cccnc3)n2)cc1OC	-6%	9%	-5%
COc1cccc(CNC(=O)C2CCN(S(=O)(=O)c3ccc4c(c3)CC(C)N4C(C)=O)CC2)c1 (centres undefined)	-9%	-3%	-12%
CCCCN1C(=O)C(CC(=O)NCC)SC1=Nc1ccccc1 (centres undefined)	-7%	-20%	-15%
CC(=O)Nc1ccc(S(=O)(=O)N(Cc2ccco2)Cc2cc3ccccc3[nH]c2=O)cc1	-1%	?	?
COc1ccccc1CCNC(=O)Cc1ccc(NC(=O)N2CCSc3ncccc32)cc1	-11%	?	?
CCOc1ccc(C(=O)Nc2c3c(nn2-c2ccccc2)CS(=O)(=O)C3)cc1	-29%	-2%	-1%
COC(=O)c1ccc(C(=O)OC)c(NC(=S)N2CCN(c3ccccc3)CC2)c1	-3%	?	-25%
CC1=NN(c2ccc(C)cc2C)C(=O)C1C(c1ccccc1)C1C(=O)N(c2ccc(C)cc2C)N=C1C (centres undefined)	17%	-18%	8%

(continued)
canonical_smiles	KAT2A inh	DT40 TDP1 CPT	DT40 TDP1 no CPT
COC(=O)[C@]1(C)CCC[C@@]2(C)C3CC[C@]4(OC(C)=O)C[C@@]3(CCC21)CC4=O (some centres undefined)	0%	21µM*	?
CN(C)C(=O)Cn1c(SCC(=O)NCc2ccc3c(c2)OCO3)nc2ccccc21	-9%	-1%	5%
C=C(C)n1c(=O)n(Cc2ccccc2C)c2ccccc21	-3%	-11%	-11%
O=C(CN1CCN(c2ccccn2)CC1)NC1CCCC1	-1%	-1%	-6%
O=C(NCCCN1CCOCC1)c1ccc(S(=O)(=O)Nc2ccccc2)cc1	2%	?	-27%
COc1ccc2c(CC(=O)Nc3ccc(OC)nc3)coc2c1	4%	-3%	?
O=C(c1cccc(F)c1)N1CCC2(CC1)NCCc1[nH]cnc12	-4%	?	-26%
O=C(OCc1nnc(-c2ccccc2)o1)c1ccc([N+](=O)[O-])s1	-7%	?	3%
CSCCC(NS(=O)(=O)c1ccc(Cl)cc1)C(=O)O (centres undefined)	1%	3%	-17%
CCc1ccccc1OCc1nc2ccc(S(=O)(=O)N3CCOCC3)cc2[nH]1	2%	23µM*	?
CCOc1cc(-c2nnc(NC(=O)C3=COCCO3)o2)cc(OCC)c1OCC	-13%	-27%	-17%
O=C1CC(N(C(=O)c2ccco2)c2cccc(Cl)c2)C(=O)N1c1cccc(Cl)c1 (centres undefined)	-4%	-1%	-1%

Three structures from above, ordered by SMILES length, lowest first.
canonical_smiles	KAT2A inh	DT40 TDP1 CPT	DT40 TDP1 no CPT
C=C(C)n1c(=O)n(Cc2ccccc2C)c2ccccc21	-3%	-11%	-11%
CCOc1cc(-c2nnc(NC(=O)C3=COCCO3)o2)cc(OCC)c1OCC	-13%	-27%	-17%
CCc1ccccc1OCc1nc2ccc(S(=O)(=O)N3CCOCC3)cc2[nH]1	2%	23µM*	?

(further entries)
canonical_smiles	KAT2A inh	DT40 TDP1 CPT	DT40 TDP1 no CPT
COc1ccc(NC(=O)Cc2ccccc2F)cc1S(=O)(=O)N1CCCCC1	-11%	-3%	-4%
CCCNNC(=O)C(O)(c1cccc(C)c1)c1cccc(C)c1	-4%	3%	-7%
CC(=O)Oc1ccc(NC(=O)Cc2ccccc2)cc1	1%	-30%	-2%
Cc1cc2nc(-c3ccc(OCc4ccc(F)cc4)cc3)cc(C(F)(F)F)n2n1	3%	-17%	-25%
CC1(C)CC(NC(=S)NC2CC2)CC(C)(C)N1	-1%	21%	-14%
CCc1cccc(NC(=O)C2CCCN(S(=O)(=O)c3cnc[nH]3)C2)c1 (centres undefined)	1%	-6%	11%
CCOc1ccc(CCNC(=O)c2ccc(-c3nc(CSc4ccccc4)c(C)o3)cc2)cc1	-5%	-12%	-27%
Cc1ccc2[nH]c3c(c2c1)CCNC3=O	-17%	1%	-12%
COc1ccccc1NC(=O)CCC(=O)Nc1nnc(C2CCCCC2)s1	-3%	-4%	1%
Cc1ccc(NC(=O)CSCC(=O)O)cc1	1%	4%	-16%
Cc1ccccc1-c1nc(CS(=O)(=O)CC(=O)NCc2ccc3c(c2)OCO3)c(C)o1	4%	-24%	-22%
CCc1ccc(OCC(=O)N/N=C/c2cc([N+](=O)[O-])ccc2N2CCCCCC2)cc1	-10%	?	?

Overlap with the part before: 3 compounds; new compounds follow.
canonical_smiles	KAT2A inh	DT40 TDP1 CPT	DT40 TDP1 no CPT
Cc1ccc(NC(=O)CSCC(=O)O)cc1	1%	4%	-16%
Cc1ccccc1-c1nc(CS(=O)(=O)CC(=O)NCc2ccc3c(c2)OCO3)c(C)o1	4%	-24%	-22%
CCc1ccc(OCC(=O)N/N=C/c2cc([N+](=O)[O-])ccc2N2CCCCCC2)cc1	-10%	?	?
COc1ccccc1CNC(=O)N1CCN(S(=O)(=O)c2ccccc2)CC1	2%	-18%	-1%
CS(=O)(=O)c1ccc(C(=O)OCC(=O)Nc2ccc(OC(F)(F)F)cc2)cc1[N+](=O)[O-]	/	8.9µM*	10µM*
O=C1CCC([N+](=O)[O-])C(c2cccc([N+](=O)[O-])c2)N1 (centres undefined)	0%	2%	0%
Cc1ncc(CO)c(/C=N/NC(=S)Nc2cccc(Cl)c2)c1O	-3%	?	16µM*
CCCCN(C)c1c(C)nc2ccc(C(=O)N(CC)CCN(C)C)cn12	/	-19%	-1%
CN(Cc1ccco1)C(=O)Cn1cc(S(=O)(=O)N2CCCC2)c(S(=O)(=O)N2CCCC2)c1	-18%	-6%	?
CCN1C(=O)CC(n2c(C)nc3ccccc32)C1=O (centres undefined)	1%	4%	-3%
CCc1cc2c(=O)n(CC(C)C)cnc2s1	1%	-6%	-6%
C[C@@H]1CN([C@@H](C)CO)C(=O)c2cc(N(C)C)ccc2O[C@@H]1CN(C)S(C)(=O)=O	-1%	3%	5%
COc1ccc(C(C[N+](=O)[O-])c2c(-c3ccccc3)cc3ccccn23)cc1 (centres undefined)	-12%	23µM*	18µM*
O=C(CSc1nnc2scc(-c3ccccc3)n12)Nc1nsc(-c2ccccc2)n1	-12%	15µM*	23µM*
Cc1cc2sc3ccccc3c(=O)c2c(C)c1O	-6%	-18%	-3%

More structures:
canonical_smiles	KAT2A inh	DT40 TDP1 CPT	DT40 TDP1 no CPT
COc1ccc(CC(=O)N/N=C(\C)CC(=O)Nc2ccc3c(c2)OCCO3)cc1OC	0%	8%	6%
COc1cc(NC(=O)CSc2nc(C3CC3)nc3ccccc23)cc(OC)c1	-9%	-5%	?
COc1ccc(CNC(=O)C2CCN(S(=O)(=O)N3CCCC3)CC2)c(OC)c1	-3%	-23%	-5%
CCN(CC(O)CON=C1c2ccccc2-c2ccccc21)S(=O)(=O)c1ccc(Cl)cc1 (centres undefined)	-5%	21µM*	15µM*
CN=C1NC(C)(C)C2CCC(C)(CC2)S1	/	-30%	?
CCn1cc([N+](=O)[O-])c(C(=O)N2N=C(c3ccc(Cl)c(Cl)c3)CC2c2ccccc2O)n1 (centres undefined)	-11%	?	?
CCc1nc(SCC(=O)c2cc(C)ccc2C)n[nH]1	-19%	-7%	-22%
COC(=O)c1cnc(SCc2ccc(C)cc2)n1C	-1%	7%	?
COc1ccc(NC(=O)C2(C)CCN2C(=O)C(C)C)cc1F (centres undefined)	/	-18%	-7%
Cc1cccc(C(=O)n2c(=S)nc3cc(C)ccn32)c1	-27%	11%	?
CCCC(=O)n1nc(-c2ccc(C)cc2)nc1NCc1ccco1	-9%	11%	-7%
CCC(=O)N1CCc2cc(S(=O)(=O)N3CCc4ccccc4C3)ccc21	-6%	?	-26%

Remaining list, next part
canonical_smiles	KAT2A inh	DT40 TDP1 CPT	DT40 TDP1 no CPT
Cc1ccc2nc(NC(=O)CSc3nccn3-c3ccc(Cl)cc3)sc2c1	-4%	15%	?
CCc1ccc(C(=O)CSc2nnc(C3CC3)n2C2CC2)cc1	4%	-15%	1%
CN(c1ccc(F)cc1)S(=O)(=O)c1ccc2[nH]cc(C(=O)O)c(=O)c2c1	1%	13%	5%
Cc1[nH]c(=O)[nH]c(=O)c1CSc1nnc([C@H](CC(C)C)NC(=O)OC(C)(C)C)o1	-8%	-4%	0%
N#Cc1nc(COc2ccccc2F)oc1NCCCn1ccnc1	1%	-20%	-25%
CCN(CC)c1ccc(NS(=O)(=O)c2ccc(-c3coc(C)n3)cc2)c(C)c1	-19%	16µM*	18µM*
CCc1ccccc1Oc1coc2cc(O)ccc2c1=O	-2%	-20%	-30%
Cc1ccc(NC(=S)Nc2c(C)n(C)n(-c3ccccc3)c2=O)cc1	2%	-18%	-7%
Cc1ccccc1C(=O)N1CCC(C(=O)Oc2ccc(C#N)cc2)CC1	-11%	?	3%
COCCNC(=O)c1cc2c(c(-c3cccc(-c4cc5ccccc5o4)c3)n1)[C@H](CCO)N(S(=O)C(C)(C)C)C2 (some centres undefined)	/	?	23µM*
COc1ccc(C(=O)N[C@H](C(=O)Nc2ccc(S(=O)(=O)N3CCOCC3)cc2)C(C)C)cc1	4%	-29%	-14%
COc1ccc(CCC(=O)N(c2nnc(-c3cccnc3)s2)C(C)C)cc1	-4%	-28%	?

Next entries
canonical_smiles	KAT2A inh	DT40 TDP1 CPT	DT40 TDP1 no CPT
Cc1ccc(Cl)cc1NC(=O)CC1Sc2ccccc2NC1=O (centres undefined)	-1%	-9%	4%
OC(CNCc1ccccc1)COc1ccccc1 (centres undefined)	1%	-23%	-10%
CCOC(=O)C1(CCCc2ccccc2)CCN(C(=O)CCn2cncn2)CC1	-17%	?	?
CCN(C(=O)c1cc2c(Cl)nc3ccc(C)cc3c2s1)c1cc(OC)ccc1OC	-1%	?	15µM*
NC(=O)Cc1nc(-c2ccc(F)cc2)cs1	-3%	-3%	-18%
Cc1ccc(Cn2c(C)c(CNCc3ccc(OC(C)C)cc3)c(C(=O)O)c2C)cc1	2%	?	?
Cc1ccc(C)c(S(=O)(=O)N2CCCCC2CCNC(=O)C(=O)NCc2ccncc2)c1 (centres undefined)	-8%	?	?
CC1(C(=O)O)COC(c2ccc(Cl)cc2)OC1 (centres undefined)	-6%	-11%	-13%
COc1cccc(NC(=O)CSc2nc(=O)n(Cc3ccccn3)c3c2CCC3)c1	-5%	7%	-28%
Cc1ccc(NC(=O)c2ccccc2N(C)S(=O)(=O)c2ccccc2)c(C)c1	0%	?	?
COc1ccc(C2=NNC(=Nc3cc(S(=O)(=O)N(C)C)ccc3C)SC2)c(OC)c1	-6%	?	16µM*
CN(c1ccc(C(=O)N2CCCCCC2)cc1)S(=O)(=O)c1ccccc1	-1%	13µM*	8.2µM*

(listing goes on)
canonical_smiles	KAT2A inh	DT40 TDP1 CPT	DT40 TDP1 no CPT
Cc1cc2nc(-c3cccc(Br)c3)c(Cc3ccccc3)n2c(C)c1Br	/	16µM*	?
Nc1c(C2=NCCO2)nnn1Cc1ccccc1	?	-10%	-15%
N#Cc1cnn2c1nc(N1CCOCC1)c1ccccc12	-11%	?	?
COc1ccc(Nc2ccccc2NC(=O)c2ccccc2Br)cc1	-14%	-1%	-21%
CC(NC(=O)c1cccc(F)c1)C1CC2CCC1C2 (centres undefined)	/	-1%	-26%
Nc1nonc1OCCOCCOCCOc1nonc1N	-2%	-3%	-8%
O=C(Oc1ccccc1/C=C\C(=O)c1cc2ccccc2o1)c1cccc(F)c1	-3%	5.2µM*	21µM*
O=C(O)c1ccc(NCc2nc3ccccc3n2Cc2ccccc2)cc1	2%	14%	-13%
CN(C)S(=O)(=O)c1ccc(Cl)c(NC(=O)COC(=O)CNS(=O)(=O)c2c(F)cccc2F)c1	/	-2%	-1%
O=C(C[n+]1cc(-c2ccccc2)n2c1CCCCC2)c1ccc(Cl)cc1	-8%	21µM*	16µM*
